PGK inhibitor: blocks T. brucei phosphoglycerate kinase | P07378 | 380,000 compounds, 0.043% hits | PGK/GAPDH coupled, Kinase-Glo luminescence, 60 min | Potency, µM (doses to about 57.5 µM), for the others: top-dose activity change, negative = inhibition, usual class: inhibitors; note: potency is the fitted concentration of half-maximal effect; % is set by controls: 0 for no effect and ±100 for the full control effect; nearly all actives have a fitted effect of over 60% in size
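Recombinant glycosomal PGK reaction used 1,3-bisphosphoglycerate generated in-well by GAPDH (100nM final) in 100mM TEA pH 7.6, 5mM MgCl2, 0.01% Tween-20. After 60 minutes at room temperature, ATP was read by Kinase-Glo Plus luminescence end-point.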
POLI inh: inhibitors of human DNA polymerase iota. 390,000 compounds, 1% hits. Q9UNA4. Pol iota fluorescent replication assay, 10 min. Potency, µM (titrated, usually from 115 µM), for inactives: top-dose activity, negative = inhibition, hits mostly inhibitors; note: potency is the fitted concentration of half-maximal effect
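Pol iota at 10 nM preincubated 15 min with compounds at room temperature; reaction started with fluorescent substrate, 50 nM final. Fluorescence read kinetically at 0 and 10 min; buffer-only wells as negative control.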
Pol eta inh: DNA polymerase eta (human) inhibition | Q9Y253 | recombinant Pol eta, fluorescent DNA replication assay | 390,000 compounds, 1.2% hits | Potency, µM (highest dose often 114 µM), inactives show at the top dose activity change, negative = inhibition, hits mostly inhibitors | AID 588591; note: potency is the fitted concentration of half-maximal effect; % is set by controls: 0 for no effect and ±100 for the full control effect
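Pol eta at 10 nM preincubated with compounds 15 min at room temperature; reaction started with fluorescent substrate (50 nM final) and read kinetically at 0 and 10 min.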
APEX1 inh: blocks human APE1 abasic DNA cleavage; P27695; recombinant APE1, TAMRA/BHQ-2 abasic DNA cleavage fluorescence; Potency, µM (titrated, usually from 65.8 µM), inactives show at the top dose activity change, negative = inhibition, actives largely listed as inhibitors; 350,000 compounds, 0.35% hits;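 note: potency is the fitted concentration of half-maximal effect; plate controls were vehicle for no effect and reference inhibitor for full effect; nearly all actives have a fitted effect of over 55% in size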
Target sequence (P27695 whole entry, looked up): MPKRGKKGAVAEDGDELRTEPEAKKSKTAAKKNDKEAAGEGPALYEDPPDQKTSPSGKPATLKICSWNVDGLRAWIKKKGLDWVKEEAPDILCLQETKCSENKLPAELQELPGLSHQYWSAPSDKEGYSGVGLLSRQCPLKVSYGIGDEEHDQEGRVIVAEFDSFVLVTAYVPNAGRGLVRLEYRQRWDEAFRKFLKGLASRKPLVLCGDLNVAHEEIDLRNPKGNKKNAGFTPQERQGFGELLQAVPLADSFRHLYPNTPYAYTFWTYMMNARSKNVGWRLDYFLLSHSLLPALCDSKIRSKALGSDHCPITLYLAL
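Substrate: short duplex with […] THF abasic site, 5'-TAMRA and 3'-BHQ-2, 50 nM final. APE1 at 0.75 nM, preincubated 15 min RT with compound. Fluorescence increase from first to third read measured activity.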
Apoferritin bind: candidate novel general anesthetic via apoferritin binding. P02791. apoferritin/1-aminoanthracene competitive binding, fluorescence. Potency, µM (series often up to 77.5 µM), inactives show at the highest dose activity change, negative = displacement, most hits filed as inhibitors. 350,000 compounds, 0.074% hits. AID 485281; note: potency is the fitted concentration of half-maximal effect; % is set by controls: 0 for no effect and ±100 for the full control effect; nearly all actives have a fitted effect of over 20% in size
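Horse-spleen apoferritin (10 uM) was mixed with 50% saturated 1-aminoanthracene in PBS, exposed to compounds for 10 min at room temperature, and read for fluorescence (ex 380 nm, em 535 nm). Competitive displacement was fitted with a four-parameter Hill equation.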
Pol beta inh: DNA polymerase beta (human) inhibition. P06746. Pol beta primer extension/strand displacement, fluorescence kinetic. Potency, µM (series often up to 114 µM), without a hit: at the highest dose activity change, negative = inhibition, hits mostly inhibitors. 340,000 compounds, 1.3% hits; note: potency is the fitted concentration of half-maximal effect; % is set by controls: 0 for no effect and ±100 for the full control effect
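Pol beta (10 nM) and compounds were preincubated 15 min at room temperature, then 50 nM substrate (final) started primer extension/strand displacement. Reads were taken at 0 and 10 min; concentration-response data were fitted to a four-parameter Hill equation.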
Pol kappa inh: blocks human DNA polymerase kappa activity; 400,000 compounds, 0.53% hits; purified Pol kappa, fluorescent DNA synthesis assay, 10 min; Q9UBT6; Potency, µM (doses to about 107 µM), without a hit: at the top dose activity, negative = inhibition, hits mostly inhibitors; note: potency is the fitted concentration of half-maximal effect; % is set by controls: 0 for no effect and ±100 for the full control effect
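Kinetic fluorescence screen: compound preincubated 15 min RT with 10 nM enzyme; 50 nM substrate (final) initiates; reads at 0/10 min.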
RXFP1 antagonist: antagonists of human relaxin receptor RXFP1; Q9HBX9; HEK293-RXFP1, relaxin-stimulated cAMP HTRF, 30 min; stronger effect = lower value; activity change, negative = inhibition, % at 57.5 µM; 350,000 compounds, 0.59% hits; AID 1259400;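 active = activity change of -60% or lower, but not beyond a set lower limit; inconclusive = change between -60% and -40%, or beyond the set limit; inactive = change above -40%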; note: % is set by controls: 0 for no effect and ±100 for the full control effect
Target sequence (Q9HBX9 whole entry, looked up): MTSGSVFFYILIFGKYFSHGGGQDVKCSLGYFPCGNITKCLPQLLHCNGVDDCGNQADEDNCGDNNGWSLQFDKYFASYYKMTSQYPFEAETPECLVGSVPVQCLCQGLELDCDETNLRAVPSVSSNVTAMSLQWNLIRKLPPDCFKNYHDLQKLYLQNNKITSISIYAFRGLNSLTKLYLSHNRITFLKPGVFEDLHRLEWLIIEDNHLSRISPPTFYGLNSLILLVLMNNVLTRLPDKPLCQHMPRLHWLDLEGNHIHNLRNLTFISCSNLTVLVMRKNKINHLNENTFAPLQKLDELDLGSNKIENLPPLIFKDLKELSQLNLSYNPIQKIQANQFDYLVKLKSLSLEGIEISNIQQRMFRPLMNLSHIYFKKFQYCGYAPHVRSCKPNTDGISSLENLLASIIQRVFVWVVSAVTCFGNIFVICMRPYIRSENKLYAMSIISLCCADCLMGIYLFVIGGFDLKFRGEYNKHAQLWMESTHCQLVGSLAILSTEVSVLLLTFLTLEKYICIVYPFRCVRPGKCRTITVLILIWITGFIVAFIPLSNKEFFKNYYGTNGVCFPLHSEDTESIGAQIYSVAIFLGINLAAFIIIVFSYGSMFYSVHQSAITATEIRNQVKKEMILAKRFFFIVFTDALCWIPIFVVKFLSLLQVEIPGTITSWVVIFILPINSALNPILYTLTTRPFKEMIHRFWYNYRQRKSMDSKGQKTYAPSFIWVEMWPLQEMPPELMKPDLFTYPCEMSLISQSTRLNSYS
BLM inh: inhibitors of human Bloom syndrome helicase BLM | Potency, µM (doses to about 56.1 µM), for the others: top-dose activity change, negative = inhibition, most hits filed as inhibitors | recombinant BLM DNA unwinding, fluorescence dequenching | P54132 | AID 2528 | 350,000 compounds, 0.2% hits;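 note: potency is the fitted concentration of half-maximal effect; plate controls were vehicle for no effect and no enzyme for full effect; nearly all actives have a fitted effect of over 35% in size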
The depositor's hits bear a star; i = inactive; ? = inconclusive; · = not tested or not shown; & = joins results of further samples; [ ] = another dose, or the depositor's remark. Unless noted, calls come from the whole dose curve; as a rule, active = well fitted curve in the direction sought with a large enough effect; inconclusive = small, poorly fitted or top-dose-only effect, or another doubt; inactive = no such curve, though single readings can be large; an effect the other way counts as inactive or inconclusive. Not all compounds are listed (hit frequency here may not be typical).

item	POLI inh	Pol beta inh	Pol eta inh	PGK inhibitor	RXFP1 antagonist	Pol kappa inh	APEX1 inh	BLM inh	Apoferritin bind	SMILES
1	1.2%	-13.7%	?	1.0%	1.7	-6.4%	1.1%	-3.1%	-8.7%	Fc1ccc(-c2nnc(CSc3nnc(-c4cccs4)o3)o2)cc1
2	-9.4%	0.1%	-10.6%	-5.7%	-13.0	-1.9%	-0.3%	-1.2%	?	CCCCOc1ccc(C2(C)CC(=O)NC2=O)cc1 (stereo not drawn)
3	38.4%[activator]	5.0%	-19.6%	-2.2%	-7.7	-7.4%	-2.6%	-5.7%	-10.9%	Cc1ccc(NC(=O)CN2C(=O)CSc3ccc(S(=O)(=O)N4CCCCC4)cc32)cc1
4	15.0%	1.5%	-15.9%	2.3%	-1.1	-12.3%	-1.5%	3.1%	-22.8%	Cc1cc2cc(CCNC(=O)c3ccc(S(=O)(=O)N4CCOCC4)cc3)c(=O)[nH]c2cc1C
5	8.0%	?	-12.0%	-2.8%	-10.2	-20.5%	1.6%	-1.6%	1.8%	O=C(Nc1ccccc1Br)C1CC(=O)N(c2ccc3c4c(cccc24)CC3)C1 (stereo not drawn)
6	5.9%	0.1%	-14.4%	-2.7%	5.0	-0.2%	-10.9%	2.0%	-14.3%	O=C(COC(=O)c1ccccc1)Nc1ccccc1N1CCOCC1
7	85.6%[activator]	32.0%	-3.8%	-11.8%	17.4	-9.9%	9.8%	-6.2%	-4.4%	COc1c(C)cc(C(=O)C2CCCN(C(=O)c3snnc3C)C2)cc1C (stereo not drawn)
8	?	15.7%	-14.8%	7.6%	-31.5	-8.9%	3.4%	-1.6%	-5.5%	COc1cc(C)cc2oc(=O)c(CC(=O)N3CCN(C(=O)C4COc5ccccc5O4)CC3)c(C)c12 (stereo not drawn)
9	-16.4%&12.6%	38.5%&31.0%	-7.5%&-6.3%	-4.0%&-4.5%	-2.0&5.4&-13.0	0.3%	-10.3%&-10.7%	1.4%&-0.1%&2.9%	-12.2%&-10.7%	Clc1ccccc1-c1nc(-c2ccncc2)no1
10	1.4%	55.2%	8.9%	i	-7.1	-0.9%	·	-5.0%	-2.1%	CCc1nnc(SCc2nc(-c3ccccc3Cl)oc2C)c2cc3sc(C)cc3n12
11	1.6%	18.9%	5.3%	-4.1%	-0.4	-4.0%	11.7%	0.7%	-1.8%	CCCS(=O)(=O)N1CCCC(C(=O)N2CCN(C(=O)OCC)CC2)C1 (stereo not drawn)
12	2.0%	27.6%	-10.8%	-6.8%	29.5	-0.8%	-1.5%	1.4%	-7.8%	CC(C)C[C@H](N)c1nnc(S(=O)(=O)Cc2cccc(F)c2)o1
13	-2.8%	-0.4%	8.0%	-1.4%	1.1	-4.0%	-2.5%	-1.8%	-0.8%	O=C(CSc1nnc(NC(=O)c2cccc(F)c2)s1)NC1CC1
14	-2.1%	·	-16.4%	1.0%	-3.5	-0.1%	·	·	·	CCN(CC)c1ccc(S(=O)(=O)N2CCOCC2)cc1NC(=O)CNCc1cccc(Cl)c1
15	26.5%	1.8%	-11.7%	-7.6%	23.2	0.2%	1.5%	-1.2%	?	CCCCOc1ccc(C(=O)Nn2cnnc2)cc1
16	-4.5%	?	-6.5%	5.9%	1.7	-10.1%	-1.8%	-7.3%	-5.3%	Cc1nn(Cc2ccccc2)c(Cl)c1/C=C/C(=O)OCC(=O)NC(C)C(C)C (stereo not drawn)
17	-18.0%	-1.2%	-11.2%	-0.8%	2.5	1.0%	3.6%	-2.5%	-6.2%	O=C(NN=C1CCCCC1)c1ccccc1OCc1ccc(F)cc1
18	7.4%	18.8%	-8.0%	-2.4%	·	19.6%	-0.8%	-2.2%	-9.9%	CCN(CC)C(=O)C1CCCN(c2ccc([N+](=O)[O-])cc2/C=N/NC(=O)c2ccc([N+](=O)[O-])cc2)C1 (stereo not drawn)
19	9.5%	3.5%	-12.3%	i	·	-2.2%	-2.9%	-6.2%	-10.4%	CCOc1ccc2[nH]c(=O)c(CN(Cc3ccco3)C(=O)c3ccc(Br)cc3)cc2c1
20	?	-7.0%	14.4%	9.0%	-8.5	-5.6%	7.3%	-4.9%	-9.3%	Cc1ccc2nc(-c3ccc(SCC(=O)Nc4cc(C)on4)nc3)[nH]c2c1
21	31.6%	23.9%	-0.8%	i	·	9.5%	20.1%	2.6%	-1.9%	COC(=O)c1ccc(C(=O)OC)c(NC(=O)CSc2cccc[n+]2[O-])c1
22	6.8%	8.7%	-13.3%	i	-22.7	7.3%	·	-1.9%	-1.6%	O=C(NCC(c1cccnc1)N1CCN(Cc2ccccc2)CC1)C(=O)Nc1ccc(F)cc1 (stereo not drawn)
23	-6.7%	17.2%	-5.3%	i	9.4	-3.8%	-14.2%	4.0%	-2.0%	Cc1nnc(SCC(=O)NC2CC2)s1
24	1.6%	·	-11.5%	i	-2.3	8.8%	0.6%	·	·	Cc1cccc(NS(=O)(=O)c2cccc(C(=O)NCc3ccccc3CN3CCOCC3)c2)c1
25	1.6%	13.6%	-21.0%	i	-10.5	-3.8%	20.5%	-7.8%	-5.3%	OCC1(Cc2cccc(Cl)c2)CCCN(Cc2ccc3cc(F)ccc3n2)C1 (stereo not drawn)
26	1µM*	7.08µM*	8.91µM*	?	1.4	?	0.3%	20µM*	-15.3%	CSc1nc(N(C)CCO)c2sc3nc(-c4ccco4)c4c(c3c2n1)CCC4
27	37.1%[activator]	0.0%	-14.9%	-2.3%	-3.5	-4.6%	-0.3%	0.0%	-5.2%	CCc1nc2ccc(C(=O)Nc3nnc(C)s3)cc2nc1CC
28	-9.4%	2.7%	-18.2%	-8.6%	-14.4	2.5%[60.1 µM]	·	-8.0%	-11.1%	Cc1ccccc1OCC(=O)Nc1ccccc1C(=O)OCc1cc(=O)n2nc(C3CC3)sc2n1
29	56.8%[activator]	23.4%	-7.6%	-1.8%	-9.8	3.4%	8.4%	-9.7%	-3.6%	CCOC(=O)/C(C)=N/NC(=O)c1cccc([N+](=O)[O-])c1
30	-1.9%	11.0%	-8.3%	-9.1%	-0.1	-23.2%	-5.5%	-7.7%	-21.7%	CCN(CC)S(=O)(=O)c1ccc(NC(=O)COC(=O)c2ccc(NC(=O)CC#N)cc2)cc1
31	-25.4%	9.2%	-18.3%	-6.2%	-30.3	3.1%	3.0%	3.1%	1.5%	CN1CCC=C(C(=O)N2c3ccccc3Sc3ccc(Cl)cc32)C1
32	6.4%	10.8%	-22.6%	10.3%	-6.7	-4.2%	19.0%	1.9%	0.9%	O=C1CN(C(=O)CSc2nnc3ccccn23)c2ccccc2N1
33	-17.7%	-0.3%	-14.8%	-8.8%	5.8	-6.0%	29.3%	1.8%	6.4%	COc1cc(OC)c(C(=O)CCC(=O)O)cc1OC
34	9.5%	2.0%	?	i	2.3	4.7%	-4.7%	-3.0%	-5.0%	COc1ccc(-c2nnc3ccc(SCC(=O)Nc4nc5ccc(C)cc5s4)nn23)cc1OC
35	?	9.7%	-4.1%	-0.7%	-6.2	-16.2%	0.5%	-6.8%	-14.7%	CCCC(=O)N=c1sc2cccc(F)c2n1C
36	41.0%[activator]	-21.1%	-17.7%	-9.8%	5.9	-2.5%	-5.0%	-10.2%	43.1%[activator]	COCCNC(=S)N(CCc1c(C)[nH]c2ccc(Cl)cc12)Cc1cccs1
37	29.1%	5.4%	-12.8%	-0.3%	-11.2	-2.3%	·	-4.4%	23.1%	COc1cccc(CNC(=O)CN(C)S(=O)(=O)c2ccc3[nH]c4c(c3c2)CCCC4)c1
38	-0.1%	17.2%	-7.8%	6.3%	2.3	-8.9%	-2.0%	-2.2%	-7.7%	COC(=O)CN1C(=O)COc2ccc(S(=O)(=O)NCc3ccc(F)cc3)cc21
39	32.7%[activator]	?	-16.6%	-0.4%	13.2	-17.8%	13.9%	4.4%	-14.3%	Cn1c(SCC(=O)NNC(=O)c2ccccc2O)nnc1-c1ccccc1
40	1.2%	29.2%	3.9%	0.6%	0.3	-18.1%	-1.8%	0.1%	-2.1%	COc1cc(-c2cc(C(F)(F)F)n3ncc(C(=O)O)c3n2)cc(OC)c1OC
41	2.4%	31.5%	-13.4%	i	-2.2	17.8%	5.8%	-4.0%	4.3%	Cc1cc(N2CCN(c3ccc(F)cc3)CC2)n2ncnc2n1
42	43.0%[activator]	13.2%	-6.4%	-10.4%	-18.3	-17.6%	-3.0%	-3.8%	?	Cc1ccc(NCCC(=O)c2cccs2)cc1C
43	14.0%	9.8%	-17.2%	6.8%	-6.4	2.8%	42.9%[activator]	-4.7%	-19.9%	Cc1ccccc1C(=O)NC(C)C1CC2CCC1C2 (stereo not drawn)
44	-5.9%	?	-8.0%	1.2%	16.0	-10.8%	-1.4%	-5.7%	-12.2%	COc1cc(/C=N/N2CCN(Cc3ccc(Cl)cc3)CC2)cc(Br)c1O
45	9.6%	·	-29.1%	-5.1%	6.7	-12.2%	31.5%	·	·	CCN1CCN(c2ccc(S(=O)(=O)N3CCOCC3)cc2NC(=O)c2ccccc2SC)CC1

Limited to Pol kappa inh and Pol beta inh (2 entries from above):
entry	SMILES	Pol kappa inh	Pol beta inh
19	CCOc1ccc2[nH]c(=O)c(CN(Cc3ccco3)C(=O)c3ccc(Br)cc3)cc2c1	-2.2%	3.5%
20	Cc1ccc2nc(-c3ccc(SCC(=O)Nc4cc(C)on4)nc3)[nH]c2c1	-5.6%	-7.0%

High-throughput results (PubChem BioAssay)
